# High-throughput results: PubChem, several laboratories
# EBV LMP1 NFkB = inhibitors of Epstein-Barr LMP1-induced NF-kappaB reporter; LMP1-induced NF-kappaB luciferase reporter cells, luminescence; inhibition, % at 12.5 µM; hit rate 0.69% among 350,000; AID 504558; in the data active means inhibition above about 41%;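 further: 0% = neutral control wells and 100% = reference inhibitor control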
# hiPSC survival = enhancers of human iPSC single-cell survival | hiPSC single-cell survival, ATPlite luminescence; 100% = ROCK inhibitor wells, 0% = DMSO | survival enhancement, % at 20 µM | hit rate 0.044% among 360,000 | AID 602274; in the data active means survival enhancement above about 18%;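 further: cells exposed to compounds for 16 hours before the ATP read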
# TRPM1 prom inh = MITF TRPM1 promoter inhibition in SK-MEL-5 cells | AID 488899 | inhibition, % at 12.5 µM | SK-MEL-5 TRPM1 promoter luciferase, 24 h | hit rate 0.83% among 330,000;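 active means mean inhibition across replicates of 60% or more, whatever share of single replicates reaches that level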; further: values of inactives mirror those of a sister screen read the other way
# Peg3 promoter = inhibitors of Peg3 promoter. HeLa PEG-Prom luciferase reporter, luminescence, overnight. inhibition, % at 20 µM. hit rate 1.7% among 360,000. AID 588405;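 active means inhibition of at least 50% at 20 µM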
# NR2E3 ag-1 = human photoreceptor-specific nuclear receptor agonism. inhibition of corepressor binding, % at 3.98 µM. Q9Y5X4. AID 602229. hit rate 0.35% among 360,000. CHO-S Gal4-NCOR/VP16-NR2E3 two-hybrid, luciferase;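 active means inhibition above the mean of all tested compounds plus 3 SD, cut at about 70% in these data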;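 further: 0% = DMSO with NR2E3 transfected cells and 100% = cells lacking NR2E3 construct; higher means lower luciferase signal from less NR2E3 corepressor binding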
# Target sequence (Q9Y5X4 whole entry, looked up, the tested form may be a part): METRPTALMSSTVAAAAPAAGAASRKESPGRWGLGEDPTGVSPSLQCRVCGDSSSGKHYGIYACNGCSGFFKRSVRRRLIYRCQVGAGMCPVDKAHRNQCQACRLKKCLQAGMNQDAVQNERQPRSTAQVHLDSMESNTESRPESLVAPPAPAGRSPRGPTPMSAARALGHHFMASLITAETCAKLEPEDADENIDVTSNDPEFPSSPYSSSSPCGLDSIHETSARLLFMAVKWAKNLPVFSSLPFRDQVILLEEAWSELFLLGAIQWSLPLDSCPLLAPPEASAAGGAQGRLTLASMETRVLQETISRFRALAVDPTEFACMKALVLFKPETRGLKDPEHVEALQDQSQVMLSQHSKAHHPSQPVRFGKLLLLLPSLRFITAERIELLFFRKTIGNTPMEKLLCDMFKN
# CF NFkB block = blocks PAF-induced NF-kB reporter in cystic fibrosis cells; KKLEB NF-kB-GFP reporter, GFP fluorescence overnight; inhibition, % at 5 µM; hit rate 0.86% among 360,000;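 active means at least 50% inhibition at 5 µM, scaled per plate between neutral and stimulator controls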;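 further: PAF is a Pseudomonas aeruginosa culture filtrate used as stimulus; plate controls were PAF-stimulated DMSO wells for no effect and unstimulated DMSO wells for full effect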
# TRAIL sens C8 = sensitizes caspase-8 expressing cells to TRAIL; hit rate 1% among 360,000; inhibition (viability loss, TRAIL sensitization), % at 10 µM; AID 624354; NB7+C8 cells + TRAIL, ATPlite viability luminescence;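 active means compounds causing at least 50% loss of cell viability in the single-dose screen, relative to plate controls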
# HIF-2a block = inhibitors of HIF-2a. 786-0 RCC cells HIF-2a reporter, luciferase luminescence, overnight. inhibition, % at 18.8 µM. hit rate 0.72% among 360,000;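 active means inhibition of the luminescence signal of 40% or more relative to plate controls, in a single-dose primary screen at 18.75 µM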
# NR2E3 ag-2 = NR2E3 (human) agonism; GST-NR2E3/biotin-RetCOR TR-FRET, 1536-well; Q9Y5X4; inhibition of corepressor binding, % at 4.78 µM; hit rate 0.12% among 320,000; AID 2300;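 active means percent inhibition above the cutoff of mean plus 3 SD of all tested compounds, set per screening campaign, cut at about 20% in these data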;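 further: 0% = DMSO wells and 100% = biotin wells as full block of FRET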
#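 Material: NR2E3–RetCOR corepressor complex | Quantity: 1.35 nM GST-tagged NR2E3 final | Schedule: 5 h at 4 °C | Replication: Singlicate compound wells | Reagent: RetCOR corepressor, biotinylated, 7 nM | Controls: Biotin wells as high control, 0.6% DMSO wells as low control | Signal: TR-FRET, Eu(K)-anti-GST donor, streptavidin-D2 acceptor, ex 340, em 617/671 nm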
# KKLEB tox = reduces viability of KKLEB cystic fibrosis airway cells | KKLEB CF airway cells viability, ATPlite luminescence, overnight; active compounds read low; cells stimulated with P. aeruginosa culture filtrate | activity change (cytotoxicity), % at 5 µM | hit rate 0.36% among 360,000 | AID 602141;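 active means corrected activity change at or below -50% at 5 µM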
# Shn3 inh set2 = Schnurri-3 reporter inhibition in Clone20 osteoblasts. Clone20 osteoblast Shn3 3'UTR firefly luciferase, 24 h. inhibition, % at 12.5 µM. hit rate 0.52% among 360,000;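 active means mean inhibition of at least 75% with every replicate also reaching 75%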;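 further: 0% = median of neutral control wells and 100% = pilot-screen positive control compound; some compounds past the cut are filed as inactive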
# * marks the source's active call; other numbers are inactive results; / = not tested or not shown. A portion of the library, so the mix of outcomes need not match the whole.
nr	Structure	EBV LMP1 NFkB	hiPSC survival	TRPM1 prom inh	Peg3 promoter	NR2E3 ag-1	CF NFkB block
1	COc1ccc2[nH]c3c(c2c1)CCN1C(=O)C(CC(=O)NCCCn2ccnc2)C[C@H](C(=O)N2CCOCC2)[C@@]31CCC1CCCC1 (stereo not given in full)	5	1.4	-2	7	2	0
2	CN1CCN(C(=O)/C(=C/c2ccccc2F)NC(=O)c2ccccc2)CC1	2	0.3	-5	14	1	15
3	NC(=O)COC(=O)c1ccc(C(=O)C(=O)c2ccccc2)cc1	-6	-0.2	4	-3	18	8
4	O=C(CCNC(=O)c1ccccc1Cl)Nc1ccc(Cl)c(C(F)(F)F)c1	-6	-1.1	4	-1	10	0
5	Cc1ccc(CC(=O)Nc2ccc(S(=O)(=O)N3CCOCC3)cc2)cc1C	-4	-0.3	2	9	14	-9
6	Clc1ccc(-c2nnc(-c3ccccc3)nc2-c2c[nH]c3ccccc23)cc1	2	-0.3	10	12	-7	0
7	CC(=O)N1C(C)(C)CC(=NOC(=O)c2ccccc2)CC1(C)C	-6	2.2	1	1	-7	-5
8	CCOc1ccc(NN=C(C(=O)OC)C(=O)OC)c([N+](=O)[O-])c1	-5	0.5	-9	4	13	9
9	CCc1ccc(NC(=O)CSc2ccc(-c3ccccn3)nn2)cc1	6	0.2	13	26	23	0
10	CC(=O)c1ccc(OCC(O)CN2CCN(CCO)CC2)cc1 (stereo not given)	4	-1.1	-13	8	-15	-4
11	CCc1n[nH]c(=S)n1/N=C/c1ccc(-c2ccc(Br)cc2)o1	-10	-0.4	6	-3	20	0
12	CCN1CCN(C(=O)C(C)Oc2ccc(S(=O)(=O)N3CCCC3)cc2C(N)=O)CC1 (stereo not given)	3	-0.3	-2	-5	-27	-7

nr	TRAIL sens C8	HIF-2a block	NR2E3 ag-2	KKLEB tox	Shn3 inh set2
1	-5	11	/	1	-6
2	1	-1	2	12	-3
3	-5	2	2	-4	16
4	1	10	3	-2	17
5	2	11	2	8	-6
6	0	11	1	5	-2
7	-3	16	3	-25	7
8	3	6	2	-14	-26
9	-1	-15	0	-8	3
10	-13	10	2	-6	1
11	10	-6	-3	2	-6
12	-2	6	3	-2	6

# By substructure, the compounds so far with a halogen (4)
nr	Structure	EBV LMP1 NFkB	hiPSC survival	TRPM1 prom inh	Peg3 promoter	NR2E3 ag-1	CF NFkB block
2	CN1CCN(C(=O)/C(=C/c2ccccc2F)NC(=O)c2ccccc2)CC1	2	0.3	-5	14	1	15
4	O=C(CCNC(=O)c1ccccc1Cl)Nc1ccc(Cl)c(C(F)(F)F)c1	-6	-1.1	4	-1	10	0
6	Clc1ccc(-c2nnc(-c3ccccc3)nc2-c2c[nH]c3ccccc23)cc1	2	-0.3	10	12	-7	0
11	CCc1n[nH]c(=S)n1/N=C/c1ccc(-c2ccc(Br)cc2)o1	-10	-0.4	6	-3	20	0

nr	TRAIL sens C8	HIF-2a block	NR2E3 ag-2	KKLEB tox	Shn3 inh set2
2	1	-1	2	12	-3
4	1	10	3	-2	17
6	0	11	1	5	-2
11	10	-6	-3	2	-6

# The list goes on.
nr	Structure	EBV LMP1 NFkB	hiPSC survival	TRPM1 prom inh	Peg3 promoter	NR2E3 ag-1	CF NFkB block
13	CCCOc1ccc(NC(=O)OC2CCN(C)CC2)cc1	6	-3.1	-16	-43	-10	12
14	O=[N+]([O-])c1cc(Cl)cc(/C=N\Nc2ccccn2)c1O	31	-0.5	58	55*	6	85*
15	CCn1cc(C(=O)O)c(=O)c2cc(F)c(N3CCN(C(=S)Nc4ccccc4OC)CC3)cc21	0	0.9	1	-3	-12	-7
16	Cc1cc(C(=O)Nc2ccc(Cl)cc2)c2ccccc2n1	3	-0.1	8	10	-15	4
17	CCC(NC(=O)Nc1nccs1)(C(F)(F)F)C(F)(F)F	-6	-1.6	-4	19	-14	0
18	CCn1cc([C@@H]2C[C@H]3CN(Cc4cccc(Cl)c4)C(=O)[C@]34CCCN24)cn1	5	0.2	4	9	5	-8
19	Cc1ccsc1C(=O)N1CCC1(C)C(=O)NCc1cccnc1 (stereo not given)	/	-1.3	/	5	-22	-14
20	CCOc1ccc(NC(=O)CN(c2ccc(OC)c(OC)c2)S(=O)(=O)c2ccc(C)cc2)cc1	-4	0.3	9	3	-3	6
21	C[C@H]1CN([C@@H](C)CO)C(=O)CCCn2cc(nn2)CO[C@@H]1CN(C)S(=O)(=O)c1ccc2ccccc2c1	0	-0.4	/	6	-22	9
22	CC1(NC(=O)NCc2ccco2)CCS(=O)(=O)C1 (stereo not given)	4	-0.4	3	0	28	9
23	COc1ccc(OC)c(C(=O)NC(CC(N)=O)c2ccc(N3CCN(c4ccc(F)cc4)CC3)c([N+](=O)[O-])c2)c1 (stereo not given)	10	-1.9	-4	11	-14	-9
24	COc1cccc(CN2CCC(n3nccc3NC(=O)CCCc3ccccc3)CC2)c1	-7	2.7	13	25	3	-22

nr	TRAIL sens C8	HIF-2a block	NR2E3 ag-2	KKLEB tox	Shn3 inh set2
13	4	-59	-5	-3	-14
14	5	8	-2	-93*	89*
15	0	15	0	6	-39
16	5	-5	1	9	6
17	9	7	-3	9	9
18	13	12	1	7	-13
19	-14	11	/	-9	-16
20	2	13	2	-15	-7
21	-6	1	/	-7	-27
22	2	12	1	8	10
23	-1	3	8	-5	22
24	-4	11	2	-7	-8

# (list continues)
nr	Structure	EBV LMP1 NFkB	hiPSC survival	TRPM1 prom inh	Peg3 promoter	NR2E3 ag-1	CF NFkB block
25	C[C@H](CO)N1C[C@H](C)[C@@H](CN(C)Cc2ccc(-c3ccccc3)cc2)Oc2c(NC(=O)Cc3ccccc3)cccc2C1=O	8	2.4	9	41	-3	30
26	CCOC(=O)N1CCN(C(=O)c2ccc(NS(C)(=O)=O)cc2)CC1	0	0.0	4	-10	3	-12
27	COC(=O)C1C(=O)C2=C(CC1C)NC(C)=C(C(=O)OCc1ccc(OC)cc1)C2c1ccc(C)o1 (stereo not given)	7	-2.4	16	10	18	-11
28	COc1cc(/C=N/NC(=O)CSc2cc(C)c(Br)cc2C)ccc1O	-1	0.7	2	-14	14	4
29	COc1cc(/C=C2\C(=O)N(CCC#N)N=C2C)c(Br)cc1OC(C)C	4	-2.4	25	27	1	22
30	COCC(=O)Oc1c(Sc2ccccc2[N+](=O)[O-])c(C)nn1C(C)(C)C	-5	0.2	10	4	19	-19
31	COc1ccc(NC(=O)C2C3C=CC4(O3)C2C(=O)N(CCN2CCCCC2C)C4C(=O)NC2CCCCC2)cc1 (stereo not given)	3	-0.7	-4	1	-5	-16
32	C=CC[C@H](CC(=O)N(CCO)Cc1ccccc1)C(=O)N[C@@H](C)COC(=O)[C@H](CC=C)CC(=O)OC(C)(C)C	-2	-2.7	-3	4	-21	6
33	CN(C)CCN(C(=O)c1ccc(S(=O)(=O)N(C)c2ccccc2)cc1)c1nc2ccc(Cl)cc2s1	-8	-0.5	-30	-110	-18	5
34	Cc1ccc2sc(N(CCCN(C)C)C(=O)c3ccc(S(=O)(=O)N(C)C4CCCCC4)cc3)nc2c1C	-4	-0.3	77*	104*	-16	36
35	COc1ccc(-c2nc3ccc(C)cn3c2CC2CCCCC2)cc1OC	/	5.5	/	-28	-22	-1
36	CCNC(=S)N1CCN(CCNC2=CC(=O)CC(C)(C)C2)CC1	-25	3.7	-4	15	-8	0

nr	TRAIL sens C8	HIF-2a block	NR2E3 ag-2	KKLEB tox	Shn3 inh set2
25	-9	-11	/	4	1
26	-4	-8	0	3	9
27	-23	6	-2	5	7
28	8	5	-4	1	34
29	-4	17	8	-4	6
30	-43	13	0	8	-11
31	-5	1	5	7	-3
32	-2	7	/	2	4
33	-7	-101	4	-11	-24
34	47	-11	1	-17	0
35	-1	-122	/	-21	-5
36	-5	8	-2	7	-9

# Reprinted from the part before: 2 entries; new compounds follow.
nr	Structure	EBV LMP1 NFkB	hiPSC survival	TRPM1 prom inh	Peg3 promoter	NR2E3 ag-1	CF NFkB block
35	COc1ccc(-c2nc3ccc(C)cn3c2CC2CCCCC2)cc1OC	/	5.5	/	-28	-22	-1
36	CCNC(=S)N1CCN(CCNC2=CC(=O)CC(C)(C)C2)CC1	-25	3.7	-4	15	-8	0
37	C=CCn1c(=NC(=O)C2COc3ccccc3O2)sc2cc(S(N)(=O)=O)ccc21 (stereo not given)	-6	2.1	-20	35	2	-4
38	Cn1c(=O)oc2cc(S(=O)(=O)NCCC(=O)NC3CCCC3)ccc21	-18	0.6	6	14	0	9
39	CCOC(=O)Nc1ccc([N+](=O)[O-])cc1OC	1	3.5	-6	-32	8	-17
40	Nc1ncn([C@H]2C[C@H](O)[C@@H](CO)O2)c(=O)n1	-14	-1.1	-6	-20	-17	-6
41	CNc1nc(-c2ccc([N+](=O)[O-])cc2)cs1	-21	0.3	-89	-238	-63	-26
42	Cc1ccc(NC(=O)Cn2cccc2)c(Br)c1	-5	1.5	-8	-48	-1	4
43	NC(=O)C1CCCN(CC(=O)Nc2cc(S(=O)(=O)N3CCOCC3)ccc2N2CCCC2)C1 (stereo not given)	-6	-0.3	-2	3	-23	-2
44	COc1ccccc1-n1c(-c2ccc(Cl)cc2)c[nH]c1=S	-8	-0.9	-8	8	-46	-20
45	CCOC(=O)c1nn(-c2cc(C(=O)OC)cc(C(=O)OC)c2)cc1O	-4	-0.2	12	22	-13	-13
46	O=C(c1ccco1)N(Cc1cccc(Cl)c1)C1CCS(=O)(=O)C1 (stereo not given)	-5	1.1	4	4	22	-9
47	O=C(O)c1nn(CCOc2ccc(Cl)cc2Cl)c(=O)c2ccccc12	1	-0.7	-2	3	-3	-27
48	Cc1nnc(NC(=O)C2CSC3(C)CCC(=O)N23)s1 (stereo not given)	2	0.1	0	-6	-2	-2
49	CC(=O)c1cccc(NC(=O)c2cc(=O)[nH]c3ccccc23)c1	-3	6.1	-3	8	-4	3
50	c1ccc(OC2CCCCC2N2CCOCC2)cc1 (stereo not given)	-5	1.1	/	-11	-23	5

nr	TRAIL sens C8	HIF-2a block	NR2E3 ag-2	KKLEB tox	Shn3 inh set2
35	-1	-122	/	-21	-5
36	-5	8	-2	7	-9
37	6	11	-2	-9	1
38	-1	4	2	11	-16
39	5	2	2	7	-8
40	2	-7	2	4	22
41	-5	-200	0	6	-97
42	-11	-46	0	-5	-29
43	-11	7	1	-23	-26
44	-8	-3	2	5	-3
45	-14	7	1	5	17
46	-11	5	-1	11	5
47	7	3	3	-3	-11
48	5	6	1	2	4
49	-8	-19	3	-5	0
50	-15	10	/	3	-10
